Source: PubChem BioAssay
TrxR1 substrate: qHTS Assay for Substrates of Mammalian Selenoprotein Thioredoxin Reductase 1 (TrxR1): qHTS | Thioredoxin reductase 1, cytoplasmic (Rattus norvegicus), O89049 | purified TrxR1 substrate turnover, NADPH consumption readout | Potency, µM (titrated, usually from 114 µM), for the others: top-dose activity change, negative = substrate turnover | 390,000 tested, 0.01% active | AID 588456, 2011; further: potency means the concentration at half of the fitted maximal effect; on the % scale 0 is the no-effect control and ±100 the full control effect; nearly all actives have a fitted effect of over 50% in size
Target sequence (O89049 whole entry, looked up): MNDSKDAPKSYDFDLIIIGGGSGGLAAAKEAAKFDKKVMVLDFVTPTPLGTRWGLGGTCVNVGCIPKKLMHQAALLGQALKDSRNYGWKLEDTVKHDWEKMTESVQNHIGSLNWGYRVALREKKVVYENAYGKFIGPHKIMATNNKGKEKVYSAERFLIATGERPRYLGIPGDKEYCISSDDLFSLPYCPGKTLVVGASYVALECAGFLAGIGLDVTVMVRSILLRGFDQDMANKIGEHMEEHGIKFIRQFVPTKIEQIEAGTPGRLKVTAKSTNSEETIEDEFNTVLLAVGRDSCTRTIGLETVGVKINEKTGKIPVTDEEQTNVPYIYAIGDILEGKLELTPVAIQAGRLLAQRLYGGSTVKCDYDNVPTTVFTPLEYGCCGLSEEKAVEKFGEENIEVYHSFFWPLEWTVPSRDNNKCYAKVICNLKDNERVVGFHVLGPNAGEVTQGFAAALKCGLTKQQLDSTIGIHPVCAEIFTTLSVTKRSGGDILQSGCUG
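Rat TrxR1, dispensed at 90 nM, was prereduced with 400 uM NADPH (final) for 5 min at ~22 deg C, then incubated with compound 15 min before 400 uM selenite. A first-read NADPH fluorescence drop versus no-compound background flagged substrates.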
Vif-APOBEC3F blk: qHTS for Inhibitors of Vif-A3F Interactions: qHTS | HeLa A3F-eYFP + Vif (tagged APOBEC3F with the HIV-1 protein that degrades it), YFP fluorescence increase | Potency, µM (doses to about 46.1 µM), inactives show at the top dose activity, negative = active | 390,000 tested, 0.2% active; further: potency means the concentration at half of the fitted maximal effect; % of control where 0% means no effect; nearly all actives have a fitted effect of over 65% in size
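HeLa cells stably expressing A3F-eYFP plus Vif, plated and incubated overnight at 37 deg C, then exposed to compounds overnight at 37 deg C. Blocked degradation read as raised yellow fluorescence (Ex 488/Em 500-530).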
mIDH1 inhibitor: qHTS for Inhibitors of mutant isocitrate dehydrogenase 1 (IDH1): qHTS | Isocitrate dehydrogenase [NADP] cytoplasmic (Homo sapiens), O75874 | IDH1-R132H enzyme, NADPH consumption, diaphorase/resazurin fluorescence | Potency, µM (doses to about 76.6 µM), for inactives: at the top dose activity change, negative = inhibition, hits mostly inhibitors | 390,000 tested, 0.093% active; further: potency means the concentration at half of the fitted maximal effect; on the % scale 0 is the no-effect control and ±100 the full control effect; nearly all actives have a fitted effect of over 65% in size
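IDH1-R132H (0.5 ug/mL) preincubated 30 min with compound, then NADPH (0.016 mM) and alpha-KG (2 mM) added; 80 min at RT, pH 7.5. Remaining NADPH coupled via diaphorase/resazurin to fluorescence (540/590 nm); concentration-response curves normalized to no-enzyme control.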
USP1-UAF1 inh: Inhibitors of USP1/UAF1: Primary Screen. recombinant USP1/UAF1, Ub-Rhodamine cleavage fluorescence. Potency, µM (top dose mostly 57.1 µM), without a hit: at the highest dose activity change, negative = inhibition, hits mostly inhibitors. AID 743255, 2014. 390,000 tested, 0.23% active; further: potency means the concentration at half of the fitted maximal effect; on the % scale 0 is the no-effect control and ±100 the full control effect; nearly all actives have a fitted effect of over 60% in size; inactives centre near -12
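1 nM enzyme complex + cpd, 15 min RT; start with Ub-Rho 150nM final; kinetic fluorescence ex 480/em 540, 6 reads q60 s. Buffer 50mM HEPES pH 7.8, 0.5mM EDTA, 0.1 mg/ml BSA, 1mM TCEP, 0.01% Tween-20.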
Vif-A3G inh: qHTS for Inhibitors of Vif-A3G Interactions: qHTS; AID 602310, 2012; Potency, µM (highest dose often 46.1 µM), inactives show at the highest dose activity, negative = active, most hits filed as inhibitors; 410,000 tested, 0.076% active; HeLa A3G-eYFP + Vif (tagged APOBEC3G with the HIV-1 protein that degrades it), YFP fluorescence, overnight; DNA dC->dU-editing enzyme APOBEC-3G (Homo sapiens), Q9HC16;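 further: potency means the concentration at half of the fitted maximal effect; on the % scale 0 is the no-effect control and ±100 the full control effect; nearly all actives have a fitted effect of over 60% in size; hits raise eYFP signal because A3G escapes Vif-driven loss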
Target sequence (Q9HC16 whole entry, looked up): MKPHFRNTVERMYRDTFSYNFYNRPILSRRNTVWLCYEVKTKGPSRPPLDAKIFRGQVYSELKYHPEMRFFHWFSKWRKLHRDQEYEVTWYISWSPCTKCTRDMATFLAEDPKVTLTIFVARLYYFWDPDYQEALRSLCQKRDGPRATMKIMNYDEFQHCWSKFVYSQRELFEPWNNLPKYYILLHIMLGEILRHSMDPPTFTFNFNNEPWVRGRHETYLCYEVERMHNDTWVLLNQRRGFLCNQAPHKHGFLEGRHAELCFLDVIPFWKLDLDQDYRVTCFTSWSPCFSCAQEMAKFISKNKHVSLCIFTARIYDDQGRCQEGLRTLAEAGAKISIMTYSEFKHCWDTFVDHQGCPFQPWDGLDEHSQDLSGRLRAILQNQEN
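Read-out is eYFP fluorescence (Ex 488/Em 500-530) from Vif-expressing HeLa A3G-eYFP cells; more signal means A3G escaped Vif-mediated degradation. Cells plated overnight, compound pinned in, incubated overnight at 37 deg C.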
PI4K2A inh: qHTS for small molecular inhibitors of PI4K2A; 420,000 tested, 0.13% active; AID 1346378, 2018; activity change, negative = inhibition, % at 76.9 µM; purified PI4K2A, ADP-Glo luminescence, 1 h; active compounds read low; Phosphatidylinositol 4-kinase type 2-alpha (Homo sapiens), Q9BTU6; in the data active means activity change below about -50%; inconclusive means mostly about -30% to -49%;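 further: -100% = wells without enzyme as full effect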
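PI4K2A activity was measured by ADP-Glo luminescence: enzyme (4 ug/mL stock) and phosphatidylinositol (1.2 mM stock) in Tris pH 7.5/MgCl2/EGTA/Triton X-100 buffer were reacted with ATP (300 microM stock) for one hour at ambient temperature.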
LDHA inh: qHTS assay for inhibitors of human lactate dehydrogenase; activity change, % (values are at about 110 or 230 µM); AID 1347041, 2019; L-lactate dehydrogenase A chain (Homo sapiens), P00338; 480,000 tested, 0.15% active; purified LDHA, NADH/diaphorase-resazurin fluorescence; active compounds read low; in the data active means activity change below about -30%; inconclusive means mostly about -25% to -30%;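 further: plate controls were DMSO wells for no effect and wells without enzyme for full effect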
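LDH5 2 nM; NADH 0.06 mM, pyruvate 0.2 mM; 200 mM Tris pH 7.4, EDTA, Tween-20; 5 min RT. Detection: diaphorase 0.133 mg/mL + resazurin 37 µM, fluorescence ex540/em590 at 0 and 20 min; normalized to enzyme-free and DMSO wells.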
GRP78 ERSR act: qHTS for Inducers of the Endoplasmic Reticulum Stress Response (ERSR) in Human Glioma: qHTS; AID 602332, 2012; U87-MG GRP78 promoter luciferase reporter, 16 h; Potency, µM, without a hit: top-dose activation, usual class: activators; 420,000 tested, 0.02% active; further: potency means the concentration at half of the fitted maximal effect; series mostly up to about 76 µM; % of control where 0% means no effect; nearly all actives have a fitted effect of over 35% in size
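Stably transfected U87-MG human glioma cells carrying a GRP78-based luminescent sensor were seeded at 1000 cells/well, pin-dosed with compounds and incubated 16 h. Luciferase reagent was then added, and end-point luminescence was read after 10 min at room temperature.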
RXFP1 agonist: qHTS Assay for Agonists of the Relaxin Receptor RXFP1; Relaxin receptor 1 (Homo sapiens), Q9HBX9; HEK293T-RXFP1 cAMP TR-FRET, 30 min; response scale: percent of porcine relaxin response, buffer zero; Potency, µM (top dose mostly 57.5 µM), without a hit: at the highest dose activation, hits mostly activators; 370,000 tested, 0.3% active; AID 2676, 2010; further: potency means the concentration at half of the fitted maximal effect; on the % scale 0 is the no-effect control and ±100 the full control effect; nearly all actives have a fitted effect of over 60% in size; many of its hits are not listed in these tables
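Agonist response is measured as cAMP accumulation in an RXFP1-transfected HEK293T line under PDE4 inhibition. Values are scaled between buffer-only and 29 nM porcine relaxin, and EC50s come from standard Hill equation fits.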
Numbers without * were called inactive; ? = inconclusive; . = not tested or not shown; & = joins results of further samples; [ ] = remark or other dose. Unless noted, the call rests on the fitted dose curve; in most records, active means well fitted curve in the direction sought with a large enough effect; inconclusive means small, poorly fitted or top-dose-only effect, or another doubt; inactive means no such curve, though single readings can be large; an effect the other way counts as inactive or inconclusive. Some of the compounds tested; the hit share may differ from the screen's.

molecule,TrxR1 substrate,Vif-APOBEC3F blk,mIDH1 inhibitor,USP1-UAF1 inh,Vif-A3G inh,PI4K2A inh,LDHA inh,GRP78 ERSR act,RXFP1 agonist
COC(=O)c1ccc(-c2ccc(/C=N/NC(=O)CC3(C)OCCCO3)o2)cc1,47%[activator],-1%,1%,-27%,5%,1,1,7%,0.4%
CCC(C)N1C(=O)N(c2cccc(Cl)c2)C(C)(O)CC1(C)C (configuration not stated),-4%,2%,1%,-8%,1%,6,-10,-3%,1.6%
C=CCOC(=O)C1=C(C)Nc2nnnn2C1c1cccc(OC)c1OC (configuration not stated),-3%,-3%,7%,-3%,-8%,1,-9,1%,2.0%
Cc1ccc(NC(=O)C(CC(C)C)NC(N)=O)cc1 (configuration not stated),7%[57.1 µM],1%,0%,-13%,4%,-2,27&-7,-2%,0.4%
Cc1ccc(-c2c[n+](=O)c3c(n2[O-])CCC3)cc1,0%[57.1 µM],-12%,7%,5%,-2%,3,-1,-3%,4.5%
O=C(COC(=O)c1ccccc1O)Nc1ccc(N2CCOCC2)cc1,0%,1%,0%,-7%,3%,-2,-1,3%,-0.3%
CC1CCCC(C)N1NC(=O)c1ccc(Cl)c(S(N)(=O)=O)c1 (configuration not stated),8%,0%,4%,-15%,0%,-1,-6,-3%&-5%,1.2%
Cc1cccc2cc(COC(=O)COc3ccccc3)c(=O)[nH]c12,3%,0%,5%,-15%,1%,-1,-6,-3%,-3.4%
CN(CCCC(=O)Nc1ccc(Br)cc1F)S(=O)(=O)c1ccccc1,-2%,-14%,2%,-22%,1%,-4,-2,-1%,3.6%
CC1/C(=N/O)CC(c2ccco2)NC1c1ccco1 (configuration not stated),-6%,0%,4%,-13%,-3%,1,-11,-3%,-0.3%
CCc1nc2ccc(C(=O)N3CCN(C(C)=O)CC3)cn2c1N(CCC(C)C)CCN(C)C,.,.,.,.,1%,-2,-5,-3%,.
COc1ccc(C(=O)N2CCOC2CNC(=O)C(=O)NCc2ccco2)cc1 (configuration not stated),-4%[57.1 µM],-2%,-2%,-15%,-1%,-1,-1,-2%,-1.7%
COc1ccc(C(=O)CSc2n[nH]c(=O)[nH]c2=O)cc1,0%,0%,-3%,-17%,0%,1,-6,-5%,0.7%
Nn1c(SCC(=O)NNC(=O)c2ccccc2)nnc1-c1ccccc1F,4%[57.1 µM],-5%,5%,-17%,-6%,-1,-5,-1%,-0.3%
O=C1COc2ccc(-c3csc(=Nc4ccc(OC(F)F)cc4)n3CC3CCCO3)cc2N1 (configuration not stated),-2%[57.1 µM],6%,1%,-13%,5%,1,-4,-3%,0.4%
Cc1cccc(C2Nc3cccc4cccc(c34)N2)c1,3%[57.1 µM],-2%,11%,-27%,-2%,-9,-1,-4%,-3.5%
O=S(=O)(c1ccc2nc(N3CCN(c4ccc(F)cc4)CC3)ccc2c1)N1CCCCC1,5%,5%,8%,-16%,-1%,-22,3,-2%,?
CC(C)c1ccc(NS(=O)(=O)c2ccc(-n3cccn3)cc2)cc1,2%[57.1 µM],-4%,-9%,-17%,-4%,-4,-1,11%,0.1%
CC1CC(C)CN(CCCNS(=O)(=O)c2cc(Br)cc3c2N(C(=O)C2CC2)CC3)C1 (configuration not stated),-4%,0%,0%,-11%,8%,3,-2,-2%,6.5%
CCCCN(c1ccccc1)c1ncnc(N)c1[N+](=O)[O-],9%[11.4 µM],-1%,-1%,-15%,4%,-2,6,-2%,-0.8%
CCc1cccc(OCC(=O)Nc2ccc(C(=O)O)cc2NC(=O)COc2cccc(CC)c2)c1,4%,0%,9%,-19%,-7%,-5,-1,2%,0.1%
O=C(CCCn1c(=O)c2cccn2c2cccnc21)N1CCN(c2ccccc2F)CC1,-3%,3%,-12%,-8%,1%,7,-2,-2%,15%
CCOc1ccc(CCNC(=O)CCCN2C(=O)c3ccccc3C2=O)cc1OCC,-7%,6%,4%,-7%,-1%,-8,-1,-4%,-2.7%
CCC1=NN(C(=O)C(=O)Nc2ccc(Br)cc2)C(O)(C(F)(F)F)C1 (configuration not stated),3%,-23%,12%,-20%,-1%,3,1,-1%,1.1%
COc1ccc(C(=Cc2ccccc2[N+](=O)[O-])C(=O)O)cc1,-12%,-3%,0%,-5%,0%,-2,-9,-3%,.
Cc1ccc(C(=O)COC(=O)CNC(=O)c2ccccc2)s1,-3%,4%,-8%,-4%,2%,-5,-1,-3%,4.3%
COc1ccc(C(=O)COC(=O)c2sc(C)nc2C)cc1F,-7%,1%,3%,-16%,0%,-5,-2,-3%,.
CCc1ccc(Cn2c(CNS(=O)(=O)c3ccc4c(c3)CCCC4)nc3cccnc32)cc1,-3%[57.1 µM],-1%,-9%,-9%,1%,-3,0,-1%,1.1%
C#CCOCCOCCOCCNc1nc(N2CCOCC2)nc(N2CCN(C(=O)[C@H](Cc3cc4ccccc4[nH]3)n3cc([C@@H](N)C(C)CC)nn3)CC2)n1 (some centres not stated),-1%,0%,-19%,45µM*,3%,-1,1,-3%,-0.3%
COc1ccc(C2CC(=O)c3cnn(-c4nc(C)cc(C)n4)c3C2)cc1OC (configuration not stated),-1%[57.1 µM],8%,6%,-1%,-2%,-8,-4,-2%,1.9%
CCOC(=O)c1c(NC(=O)/C(C#N)=C/c2ccc(OC)cc2)sc2c1CCC2,2%,0%,8%,-11%,3%,1,-14,-1%,2.4%
O=S(=O)(Nn1cnnc1)c1ccccc1Cl,5%[57.1 µM],12%,-3%,-11%,2%,1,-6,-4%,-0.2%
O=C(CCN1CCCCC1)Nc1ccc(Br)cc1,2%,.,-4%,-1%,1%,-1,-8,-2%,-1.0%
Cc1ccccc1-c1noc(-c2nnn(-c3ccccc3C)c2N)n1,10%,-1%,-17%,-2%,-5%,2,-8,4%,11%
COCCNc1nc(N)c([N+](=O)[O-])c(NCCO)n1,-11%,5%,1%,-17%,1%,-4,-2,-2%,4.2%
COc1ccc(S(=O)(=O)N2CCOC2CNC(=O)C(=O)NCCc2ccccc2)cc1OC (configuration not stated),-6%[57.1 µM],-3%,16%,-8%,0%,-3,-13,-4%,3.9%
CCOC(=O)c1c(C)[nH]c(C(=O)O)c1C,-8%,-11%,3%,-3%,-1%,-15,-8,-3%,0.4%
Cc1ccc(N2CC(C(=O)N(C)CC(=O)Nc3ccc(Cl)c(C(F)(F)F)c3)CC2=O)cc1 (configuration not stated),-11%,5%,0%,-22%,-7%,0,-2,-2%,1.2%
COCCn1c(SCC(=O)N2CCCc3ccccc32)nc2ccccc2c1=O,-7%,6%,0%,-4%,2%,-6,-5,-6%,3.8%
Cc1cc(OCC(=O)NCCc2nc3ccccc3[nH]2)cc(C)c1Cl,-2%,-10%,-1%,-11%,-6%,-6,-3,-3%,0.3%
CCCS(=O)(=O)c1c(S(=O)(=O)CCC)c2cnccn2c1C(=O)c1ccc(CC)cc1,-1%,2%,1%,-14%,-3%,-9,-7,-5%,2.1%
Cc1ccccc1C(=O)NCC(=O)Nc1ccc(C)c(S(=O)(=O)N2CCCCCC2)c1,-9%,7%,8%,-4%,-1%,-5,-1,-3%,-2.8%
Cc1cc(C)c(NC(=O)C(C)n2c(=O)c(C(F)(F)F)nc3ccccc32)c(C)c1 (configuration not stated),-1%[57.1 µM],5%,-1%,-15%,7%,-5,-17,-3%,-0.2%
Cc1cc(C(=O)N2CCC(Cc3ccccc3)CC2)no1,-9%,-9%,-1%,-17%,-8%,2,-18,2%,0.3%
O=C(CSc1nc2ccccc2o1)N1CCN(C(=O)c2ccco2)CC1,2%,-11%,0%,1%,3%,-3,1,7%,0.3%
CCOc1ccccc1NC(=O)Nc1cc(OC)ccc1OC,8%,0%,0%,-3%,-2%,-8,-7,-5%,2.2%
Cc1ccsc1-c1nc(CN(C)C(C2CC2)C2CC2)c(C)o1,2%[57.1 µM],0%,-7%,-19%,2%,2,-11,-2%,-0.3%
Cc1n[nH]c(=S)n(/N=C/c2cccs2)c1=O,7%[57.1 µM],?,11%,-18%,1%,1,-31*,-1%,1.3%
